# mcGAS RapidFire: blocks mouse cGAS cGAMP production; Q8C6L5; recombinant mouse cGAS, cGAMP by RapidFire MS; inhibition, % at 12.5 µM; 130,000 compounds, 0.18% hits; AID 1259397;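 active means inhibition of cGAS enzyme activity at or above 60%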;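 further: enzyme stimulated by 45 bp dsDNA with ATP and GTP substrates; cGAMP share of summed cGAMP plus half ATP and half GTP signals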
# Target sequence (Q8C6L5 whole entry, looked up): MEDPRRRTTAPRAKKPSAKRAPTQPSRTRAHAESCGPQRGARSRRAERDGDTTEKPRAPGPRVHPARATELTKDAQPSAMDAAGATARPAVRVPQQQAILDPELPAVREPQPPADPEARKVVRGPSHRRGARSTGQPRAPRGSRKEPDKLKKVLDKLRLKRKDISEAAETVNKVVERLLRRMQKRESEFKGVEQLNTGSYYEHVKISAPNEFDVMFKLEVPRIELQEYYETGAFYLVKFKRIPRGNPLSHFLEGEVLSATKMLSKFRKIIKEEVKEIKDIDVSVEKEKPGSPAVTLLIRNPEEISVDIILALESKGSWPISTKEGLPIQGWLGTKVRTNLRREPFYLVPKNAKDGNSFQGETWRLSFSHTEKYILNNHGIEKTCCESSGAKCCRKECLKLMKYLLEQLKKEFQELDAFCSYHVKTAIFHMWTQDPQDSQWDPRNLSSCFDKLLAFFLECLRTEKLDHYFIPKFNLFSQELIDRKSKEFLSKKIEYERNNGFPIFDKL
# The depositor's hits bear a star; & = joins results of further samples. Some of the compounds tested, so the mix of outcomes need not match the whole.
SMILES,mcGAS RapidFire
CN(Cc1cnn(Cc2ccccc2)c1)C(=O)c1cc(F)cc(F)c1,-3.1
Cc1cc(C)cc(NC(=O)C2CC(=O)n3c(nc4ccccc43)N2)c1 (centres undefined),5.6
Cc1cc(=O)n(CC(=O)N2C[C@H]3C[C@H](O)[C@H](O)C[C@H]3C2)c2ccccc12,-32.3
CC1CCCCN1C1CN(c2nc(CCN)nc3ccccc23)C1 (centres undefined),-6.7
CCOC(=O)c1c(C)nn(S(=O)(=O)c2ccc(Br)cc2)c1SC,-1.1
O[C@@H]1CN(Cc2cncn2Cc2ccccc2)CC[C@H]1c1ccc(F)cc1,-4.2
CCCCc1oc2ccc(NS(C)(=O)=O)cc2c1C(=O)c1ccc(OCCCN(CCCC)CCCC)cc1,0.7
Cc1ccc(S(=O)(=O)NC(C(=O)OC2CCOC2=O)C(C)C)cc1 (centres undefined),-5.1
N#CC(C#N)C(C#N)(C#N)CC(=O)C1CC2C=CC1C2 (centres undefined),3.9
Cc1cc(C(F)F)n2nc(C(=O)Nc3c(C)nn(Cc4ccccc4C)c3C)nc2n1,-4.9
CCCc1cc(C(=O)N2CCC3(CC2)CNC(=O)C3)cs1,-16.8
O=S(=O)(/C=C/c1ccccc1)N1CCSc2ccc(Cl)cc21,-6.6
COc1ccc(F)cc1CN1CCN(C(=O)c2cc(Cl)c[nH]2)CC1,-5.9
O=C(C1CCOCC1)N1CCCC(CCc2cccc(F)c2)C1 (centres undefined),-3.6
CC1(C(=O)NS(=O)(=O)Cc2ccccc2)CCN1C(=O)C/C=C/c1ccccc1 (centres undefined),-12.3
C=CCN(Cc1ncccc1C(=O)O)C1CCCC1,-17.6
Cc1nn(C)c(C)c1NC(=O)c1cc2ccccc2[nH]1,-9.2
CC(C)c1cc(CN2CCCC(c3nc(-c4cccnc4)no3)C2)on1 (centres undefined),-23.8
CC(C)(C)c1nc2cc(NC(=O)C3CC4CCCC(C3)C4=O)ccc2o1 (centres undefined),-8.8
O=C(CCC1CCN(C(=O)C2CC=CCC2)CC1)NCc1cccnc1 (centres undefined),-5.1
O=C(CCNC(=O)N1CCc2ccccc2C1)OC1CCOC1 (centres undefined),-6.9
COC(=O)c1ccc(COn2c(=O)c(-c3cc4ccccc4o3)[n+]([O-])c3ccccc32)cc1,-4.3
CCC/C=C/C(=O)N1CCN(S(=O)(=O)c2ccc(C#N)cc2)CC1,-1.0
C[C@H](NC(CCc1ccccc1)C(=O)O)C(=O)N1CCC[C@H]1C(=O)O (some centres undefined),-6.7&5.3
Cc1nc(C(=O)NCCn2ncc3ccccc3c2=O)cs1,-3.4
Cc1[nH]c2ccccc2c1N=Nc1ccc2c(c1)OCO2,-7.1
COc1ccccc1/C=C/CN1CCNC(=O)C1CC(=O)N1CCN(c2cnccn2)CC1 (centres undefined),-10.1
Cc1noc(C(F)(F)F)c1C(=O)NCCc1ccccc1F,-6.8
Cc1c(C(C)NC(=O)c2ccnn2C)cnn1-c1cccc2ccccc12 (centres undefined),-2.3&0.8
CSCCCNC(=S)NNC(N)=O,-12.7

# Quoted from the listing.
# mcGAS RapidFire result of Cc1noc(C(F)(F)F)c1C(=O)NCCc1ccccc1F : -6.8
# mcGAS RapidFire result of C=CCN(Cc1ncccc1C(=O)O)C1CCCC1 : -17.6
# mcGAS RapidFire result of CCC/C=C/C(=O)N1CCN(S(=O)(=O)c2ccc(C#N)cc2)CC1 : -1.0

# (more compounds)
SMILES,mcGAS RapidFire
COCc1cc(N(C)C(C)c2ccco2)n2ncnc2n1 (centres undefined),-3.9
CO[C@H](c1ccccc1)c1n[nH]c(Cc2ccccc2)n1,-7.7
NC(=O)c1c(NC(=O)CSc2nnc(-c3cccs3)n2C2CC2)sc2c1CCC2,4.9
Cc1nc(N2CCN(c3ccccn3)CC2)nc2c1C(=O)CC(c1cccs1)C2 (centres undefined),-11.2
Cc1cc(C)cc(N2C(=O)CSC2c2ccc3c(c2)OCO3)c1 (centres undefined),-14.6
C=CCn1c(CN2CCN(c3ncnc4nc[nH]c34)CC2)nc2ccccc21,-16.0
Cc1csc(CN(C)c2ccc(C(=O)NCCC3CCCCN3C)cn2)n1 (centres undefined),-6.4
CC(C)CN(C/C=C/c1ccccc1)C(=O)C1CC2(CCNCC2)CN1 (centres undefined),-15.0
O=c1cc(CSc2ccc(Cl)cc2)nc2nc[nH]n12,0.8
C=CCNC(=S)Nc1ccc(F)cc1Cl,-11.0
Cc1cc(=O)oc2cc(O)c(O)cc12,-2.1
COc1cc2nc(NCCc3c(C)noc3C)nc(N)c2cc1OC,2.5
COc1ccc(CCN2C(=O)CC(Nc3ccc(OC)c(Cl)c3)C2=O)cc1 (centres undefined),0.7
O=C(CSCc1ccc(F)cc1)N1CCN(Cc2ccc3c(c2)OCO3)CC1,-3.1
CCCCCn1c(N2CCCCC2)nc2c1c(=O)[nH]c(=O)n2C,0.1
CCc1ccc(C(=O)/C=C/[n+]2ccc(N3CCCC3)cc2)cc1,-4.1
Cc1nc(C)c(C(C)N(C)S(=O)(=O)c2ccccc2OC(F)(F)F)s1 (centres undefined),2.0
C=CCNC(=O)c1cccnc1N1CCN(Cc2ccncc2Cl)CC1,-32.9
Cc1ccc(NC(=O)N(C)Cc2ccccc2F)cc1Cl,-7.5
Cc1cn2c3c(=O)n(Cc4ccc(Cl)cc4Cl)c(=O)n(C)c3nc2n1CCN1CCOCC1,-10.9
Cc1ccc(C(C)NS(=O)(=O)c2cccc(Cl)c2Cl)o1 (centres undefined),-4.3
COc1cc(C(=O)N2CCCC(c3nnc4n3CCCCC4)C2)ccc1OC(F)F (centres undefined),-2.9
CCN1CCN(C(=O)NC(C(=O)N[C@@H]2C(=O)N3[C@@H]2SC(C)(C)[C@@H]3C(=O)O)c2ccccc2)C(=O)C1=O (some centres undefined),0.8&3.4
O=C(C1CCCO1)N1CCC(NCCCn2ccc3ccccc32)CC1 (centres undefined),-25.2
N#CC1=C(N2CCOCC2)SC(c2ccc([N+](=O)[O-])cc2)NC1=O (centres undefined),-2.6
Cc1ccc(/C=C2N=C(/C=C/c3ccccc3)OC/2=O)cc1,-11.5
CCOC(=O)c1sc2ncnc(NCC(=O)NC)c2c1C,-2.1
Cc1ccc(CN(C)C(=O)c2cccc(S(N)(=O)=O)c2)c(C)c1,-16.3
Cc1cc(C(=O)NNC(=O)C2CCCC2)c(C)o1,-9.5
CCC(=O)N1CCC(NC(C(N)=O)c2ccc(C#N)cc2)C(CC)C1 (centres undefined),-3.8
COc1cccc(CNC2CC(C)(C)Cc3nc(C(C)(C)C)ncc32)c1 (centres undefined),-8.3
COCCCNC(=O)[C@@H](C)N1Cc2ccc(Nc3ncccn3)nc2C1=O,6.7
CCCc1cc(C(=O)N2CCC3(CCCN(CCOC)C3=O)C2)no1 (centres undefined),5.3
OCc1ccccc1-c1nccc(CCC(F)(F)F)n1,-27.4
CCCC1CCC(c2ccc(-c3nc(Cc4ccccc4)no3)cc2)CC1 (centres undefined),-5.5
CN(C)c1ccc(N)cc1CN(CC1CC1)C(=O)c1ccc(F)cc1,-6.2
Cc1cccc(N2CCCn3c2nc2c3c(=O)n(CCN3CCOCC3)c(=O)n2C)c1C,-6.5
CCc1nc(C)c(C(=O)NC(C)C2CC3CCC2C3)s1 (centres undefined),-1.5
CC(C)N(C(=O)CN1CCC(C(=O)NCC(F)(F)F)CC1)c1ccccc1,-34.6
Cn1c(=S)[nH]c2cc(C(=O)N3CCCC4CCCCC43)ccc2c1=O (centres undefined),0.6
COc1ccc(Cl)cc1NC(=O)N1CCCC(C(=O)c2cccc(Cl)c2)C1 (centres undefined),-2.2
CCNc1ccnc(N2CCC(N(CC)CC)C2)n1 (centres undefined),-14.6
Cc1ccc(CNC(=O)Cc2ccccc2F)s1,-6.8
O=C1CCC(C(=O)N2CCOc3ccccc3C2)CN1Cc1ccccn1 (centres undefined),-0.7
O=C(Nc1c(F)c(F)c(F)c(F)c1F)c1cnn2c3c(cnc12)CCCCC3,-2.9
CCOC(=O)c1[nH]ncc1-c1c(-c2ccccc2)ncn1C1CC=CC1,-23.3
COP1(=S)C(=C2N(C)c3ccccc3C2(C)C)C=Nc2c(C)nn(-c3ccccc3)c21 (centres undefined),-39.5
Cc1ccc(N2CC(CNC(=O)C(C)(C)C)OC2=O)cc1 (centres undefined),-13.8
O=C(CCl)N1CCN(Cc2ccc(Cl)cc2)CC1,-6.0
N#Cc1ccc(NCc2cccc(Cn3ccnc3)c2)nc1,3.2
COc1ccc(C)cc1-n1cnnc1CN,-2.4
Cc1noc(C)c1S(=O)(=O)NC(C)C1CCCO1 (centres undefined),-8.6
CCCC(C)CC(=O)Nc1c(S(C)(=O)=O)cnc2cc(C)nn12 (centres undefined),-0.7
CN1CCN2CCN(C(=O)c3ccc(CN4CCCC4)o3)CC2C1 (centres undefined),-22.4
CCn1c(C)cc(C)c(C(=O)NCc2cccnc2N2CCN(C)CC2)c1=O,-15.2
CCCN(CC(=O)N(C)C)S(=O)(=O)c1ccc(OC(C)C)c(F)c1,-2.0
CS(=O)(=O)CCC1NC(=O)N(CN2CCc3ccccc3C2)C1=O (centres undefined),1.4
CCCc1cc(CN(C)C(=O)c2ccc(F)c(OC)c2F)[nH]n1,-19.1
NC(=O)c1cc(NC(=O)Cc2ccc3c(c2)CCCC3)ccc1F,-4.6
Cc1ccc(-n2cccn2)c(-c2nccn2C2CCSC2)c1 (centres undefined),-6.3

# Later entries:
SMILES,mcGAS RapidFire
COC(=O)CCNC(=O)c1cn(Cc2cccc(Cl)c2)nn1,4.5
Nc1ccc(Cl)c(S(=O)(=O)N2CCOCC2)c1,-9.5
CCCNC(=O)C1CN(C(=O)c2ccc3noc(-c4ccccc4)c3c2)c2ccccc2O1 (centres undefined),-1.2
CCC(NC(=O)CC(C)c1ccc(F)cc1)c1ncn[nH]1 (centres undefined),-10.8
CCC(C)NCc1ccc(C)o1 (centres undefined),-8.0
CN(C)C(=O)COc1ccc(NC(=O)c2ccc3c(c2)C(=O)N(C)C3=O)cc1,1.6
Cc1[nH]c(=O)sc1C(=O)NCc1ccc(F)cc1,-4.2
O=C(c1ccc[nH]c1=O)N1CCN(Cc2nc3ccccc3n2Cc2ccccc2)CC1,7.5
CCOc1cc2c(cc1CN1CCC(O)(c3ccc(C)cn3)CC1)CCC2,-11.1
CCOC(=O)NC(CNC(=O)c1cncc(Br)c1)CC(C)C (centres undefined),0.2
CC1(C(=O)NCc2ccc3c(c2)OCO3)CCN1CC1CC1 (centres undefined),-5.1
CC(C)(C)c1cc(CN2CC[C@@]3(O)CCCC[C@H]3C2)[nH]n1,-1.3
COc1ccc(C2CC(c3ccc(Br)cc3)=Nc3nnnn32)c(OC)c1 (centres undefined),-7.5
COc1ccc(CN2CCN(Cc3cc(OC)c(OC)cc3[N+](=O)[O-])CC2)c(OC)c1,-7.2
Cc1cccc(NC(=O)NCCNc2ccc(Nc3ccncc3)nn2)c1C,-0.7

# Five compounds picked at random from the list so far, as already listed:
SMILES,mcGAS RapidFire
CCOc1cc2c(cc1CN1CCC(O)(c3ccc(C)cn3)CC1)CCC2,-11.1
CCC(NC(=O)CC(C)c1ccc(F)cc1)c1ncn[nH]1 (centres undefined),-10.8
Cc1cccc(NC(=O)NCCNc2ccc(Nc3ccncc3)nn2)c1C,-0.7
CCOC(=O)NC(CNC(=O)c1cncc(Br)c1)CC(C)C (centres undefined),0.2
CCC(C)NCc1ccc(C)o1 (centres undefined),-8.0

# In the list so far, these contain a tert-butyl group:
SMILES,mcGAS RapidFire
CC(C)(C)c1nc2cc(NC(=O)C3CC4CCCC(C3)C4=O)ccc2o1 (centres undefined),-8.8
COc1cccc(CNC2CC(C)(C)Cc3nc(C(C)(C)C)ncc32)c1 (centres undefined),-8.3
Cc1ccc(N2CC(CNC(=O)C(C)(C)C)OC2=O)cc1 (centres undefined),-13.8
CC(C)(C)c1cc(CN2CC[C@@]3(O)CCCC[C@H]3C2)[nH]n1,-1.3

# Other compounds:
SMILES,mcGAS RapidFire
COc1cccc(CC(=O)Nn2cnc3scc(-c4ccccc4)c3c2=O)c1,-7.6
Clc1cc(N2CCOCC2)nc(N2CCOCC2)n1,-11.9
CN(C)C(=O)c1cccc(S(=O)(=O)N2CCC(OCc3ccccn3)C2)c1 (centres undefined),1.9
N=C1c2c(cc(=O)n3c2[nH]c2ccccc23)CN1Cc1ccccc1,-3.1
CCCn1c(=O)c2c(nc3n(CC(=O)OCC)c(C)c(C)n23)n(C)c1=O,-1.2
CCN(CC)CCN1CC(=O)N2CC[C@@H](O)C[C@H]2C1=O,0.8
COc1ccc(NC(=O)C(OC(=O)c2cnc(C)cn2)C(C)C)cc1 (centres undefined),1.7
CC1(CCc2ccccc2)NC(=O)N(NC(=O)CCl)C1=O (centres undefined),-5.0
C=CCN1C(=O)C(=O)N(Cc2cc3c(cc2Br)OCO3)C1=O,-7.7
O=C(CN1C(=O)NC2(CCCCC2)C1=O)N1CCOCC1,-5.1
N#CCN1CCCC1c1ccc(Br)cc1 (centres undefined),-7.5
O=C(OCc1cc(-c2ccc3c(c2)OCO3)on1)c1cccs1,-8.2
C=CCn1c(CNCC2CCCO2)cnc1S(=O)(=O)Cc1ccccc1 (centres undefined),-8.2
CCCc1nc(C)sc1C(=O)Nc1cccc(SC)c1,0.9
O=C(NC(=O)C1CCNCC1)c1c2c(nc3ccccc13)CCN(CCc1ccccc1)C2,-7.7
Cc1ccc(-c2cc(O)c3c(c2)CN(CC(=O)Nc2cnn(C)c2)CCO3)cc1,-26.5
C[C@@H]1CN(c2nc3nonc3nc2NCc2ccccc2)C[C@H](C)O1,-6.0
O=c1c(Cl)c(Cl)cnn1-c1nc2ccccc2o1,-7.2
Cc1nc(-c2ccccc2)sc1C(=O)NNS(=O)(=O)c1ccccc1Cl,-3.8
COc1ccc(CCN2CC(NC(=O)c3cc(C(C)C)[nH]n3)CC2=O)cc1 (centres undefined),-21.5
C#CCn1c(=NC(=O)c2ccc(S(C)(=O)=O)cc2)sc2cc(F)ccc21,-9.4
N#Cc1c(NC(=O)Cn2nc(-c3cccs3)oc2=O)sc2c1CCCCC2,13.5
CC(C)Cn1c(CN2C[C@H]3C[C@H](O)[C@H](O)C[C@H]3C2)nc2ccccc21,-16.7
Cc1cc(C)c(/C=N\NC(=O)CC(=O)N/N=C\c2c(C)cc(C)cc2C)c(C)c1,-5.3

# Screening results: PubChem, Fisher Drug Discovery Resource Center
